Source: PubChem BioAssay
procasp3 activ – activators of human procaspase-3 D3A mutant, primary screen, biochemical, absorbance, PC-3 D3A mutant, single concentration; Caspase-3 (Homo sapiens), P42574; recombinant procaspase-3 D3A, Ac-DEVD-pNA absorbance 405 nm; activation, % at 8.5 µM; 330,000 tested, 0.11% active; AID 463141, 2010;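 active means activation above the mean of all tested compounds plus 3 SD, cut at about 21% in these data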;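 further: 0% = DMSO alone and 100% = DMSO wells spiked with extra 5 µM PC-3 D3A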
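System: Procaspase-3 D3A mutant. Medium: Zinc-free 300 mM NaCl, 50 mM HEPES, 0.01% Triton X-100. Schedule: 1 h preincubation plus 2 h reaction at 25 °C. Measured by: 405 nm absorbance of p-nitroaniline, reads at 0 and 120 min. Read-out: percent activation relative to control range.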
PP5 inh – PP5 phosphatase inhibitors, primary screen, biochemical, fluorescence; AID 1987, 2009; Serine/threonine-protein phosphatase 5 (Homo sapiens), P53041; purified PP5c, OMFP substrate fluorescence; 320,000 tested, 0.18% active; inhibition, % at 6.7 µM;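 active means inhibition above the campaign's mean inhibition across all tested compounds plus 3 SD, cut at about 9.5% in these data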;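 further: 0% = DMSO only and 100% = 100 µM cantharidin control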
Target sequence (P53041 whole entry, looked up): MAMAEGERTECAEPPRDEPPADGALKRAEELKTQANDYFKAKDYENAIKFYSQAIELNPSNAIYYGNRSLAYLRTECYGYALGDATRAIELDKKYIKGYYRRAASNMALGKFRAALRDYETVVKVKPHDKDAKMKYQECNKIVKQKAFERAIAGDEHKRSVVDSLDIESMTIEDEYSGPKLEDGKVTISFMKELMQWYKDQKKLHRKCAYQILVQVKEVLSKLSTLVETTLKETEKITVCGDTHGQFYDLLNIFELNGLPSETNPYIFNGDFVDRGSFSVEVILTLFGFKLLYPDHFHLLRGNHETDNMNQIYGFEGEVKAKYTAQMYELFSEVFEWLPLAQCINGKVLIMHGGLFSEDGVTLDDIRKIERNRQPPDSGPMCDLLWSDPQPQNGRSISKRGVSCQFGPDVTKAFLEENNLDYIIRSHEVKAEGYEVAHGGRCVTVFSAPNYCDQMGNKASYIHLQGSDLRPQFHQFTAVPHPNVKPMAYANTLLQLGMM
GASC-1 inh – inhibitors of GASC-1 histone demethylase, primary screen, biochemical, fluorescence, DELFIA europium | inhibition, % at 2.35 µM | AID 2099, 2009 | 330,000 tested, 0.069% active | GST-JMJD2C(1-420) H3K9me3 demethylation;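 active means more than half of a compound's replicate wells show inhibition beyond 50%, single wells judged on their own value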;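 further: signal counts dimethyl H3K9 product captured on neutravidin plate; 0% = median of DMSO wells and 100% = 0.3 times that DMSO median; strong numbers were not always called active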
TPT1 inhibitor – Candida albicans TPT1 enzyme inhibitors, primary screen, biochemical, fluorescence polarization | AID 1962, 2009 | tRNA 2'-phosphotransferase TPT1 (Candida albicans SC5314) | recombinant caTPT1, FP RNA substrate dephosphorylation | inhibition, % at 5 µM | 300,000 tested, 0.81% active;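 active means inhibition above the mean of all tested compounds plus 3 SD, set per screening campaign, cut at about 24% in these data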;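 further: plate controls were DMSO alone for no effect and ferristatin control at 100 nM for full effect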
Efflux pump mplx – inhibitors of Candida efflux pumps in yeast, primary screen, S. cerevisiae, Nile Red, multiplex; S. cerevisiae Candida pump triplex; inhibition, % at 10 µM; 330,000 tested, 0.44% active; AID 485275, 2010;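 active means plate passing quality check with inhibition over a set limit, or well fluorescence over plate mean plus 4 SD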;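 further: Nile Red retained in pooled yeast measured as flow cytometry median fluorescence; 0% = buffer negative control and 100% = Enniatin B positive control; higher means more Nile Red kept so more efflux inhibition; some compounds called inactive have numbers as strong as hits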
procasp7 counter – procaspase-7 activators, primary screen, counter-screen for procaspase-3 activator project, biochemical, absorbance, HTS, human; recombinant procaspase-7, Ac-DEVD-pNA absorbance 405 nm; D23A/D198A/D206A triple mutant, cannot self-cleave; scale: DMSO 0, 5 µM enzyme 100; activation, % at 8.5 µM; 330,000 tested, 0.093% active;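 active means percent activation above the screen-wide mean plus 3 SD, cut at about 25% in these data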
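Material: Procaspase-7 triple mutant (PC-7 D3A) | Quantity: 2 µM procaspase-7 mutant as dispensed | Reagent: DEVD-pNA substrate | Times: 1 h preincubation, 2 h reaction | Technique: 405 nm absorbance of p-nitroaniline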
PP1 counter – PP1-alpha phosphatase inhibitors, primary screen, counter-screen for PP5 inhibitor project, biochemical, fluorescence, OMFP substrate, single point | Serine/threonine-protein phosphatase PP1-alpha catalytic subunit (Homo sapiens), P62136 | inhibition, % at 6.7 µM | purified PP1alpha | 320,000 tested, 0.9% active;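 active means inhibition above the mean inhibition of all tested compounds plus 3 SD, computed separately for each screening campaign, cut at about 15% in these data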
Target sequence (P62136 whole entry, looked up): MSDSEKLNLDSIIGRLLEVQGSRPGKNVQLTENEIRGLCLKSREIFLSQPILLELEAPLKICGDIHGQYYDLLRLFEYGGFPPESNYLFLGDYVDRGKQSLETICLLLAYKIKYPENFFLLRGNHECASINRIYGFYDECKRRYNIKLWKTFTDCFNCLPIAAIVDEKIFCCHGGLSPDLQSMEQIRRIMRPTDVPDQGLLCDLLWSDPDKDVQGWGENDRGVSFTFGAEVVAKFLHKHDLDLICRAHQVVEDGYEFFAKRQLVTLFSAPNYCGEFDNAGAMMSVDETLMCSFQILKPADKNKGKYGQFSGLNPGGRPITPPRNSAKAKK
Fh CTSL1 inh – Fasciola hepatica cathepsin L1 inhibitors, primary screen, counter-screen for PFM18AAP inhibitor project, biochemical, QFRET, fluorogenic peptide substrate; recombinant F. hepatica cathepsin L1, Z-Leu-Arg-MCA fluorescence; 300,000 tested, 0.49% active; AID 1906, 2009; inhibition, % at 5.96 µM;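 active means inhibition above the mean of all tested compounds plus 3 SD, set per screening campaign, cut at about 17% in these data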;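 further: 0% = plate median of test compound wells and 100% = 1 µM Z-Phe-Ala-diazomethylketone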
HCV core dimer – inhibitors of HCV core protein dimerization, primary screen, biochemical, TR-FRET, high-throughput; TR-FRET GST/Flag-core106 dimerization, 1536-well; inhibition, % at 5 µM; 300,000 tested, 0.33% active; AID 1899, 2009;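 active means inhibition above the mean of all tested compounds plus 3 SD, set per screening campaign, cut at about 45% in these data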
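assay system = GST-tagged and Flag-tagged HCV core protein residues 1-106 | controls = unlabelled core106 and no-GST-core106 wells | incubation = compound-protein-antibody incubation 4 h at 22.5 °C | probe or stimulus = Eu donor and XL665 acceptor anti-tag antibodies | read-out = % inhibition based on acceptor/donor emission ratio | signal = TR-FRET 671 and 617 nm emission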
An asterisk follows results filed as active; · = not tested or not shown.

SMILES	procasp3 activ	PP5 inh	GASC-1 inh	TPT1 inhibitor	Efflux pump mplx	procasp7 counter	PP1 counter	Fh CTSL1 inh	HCV core dimer
O=c1[nH]c2cccnc2c2ccsc12	-1	1.3	2	-7	0.0	8	-2	3	2
CC(C)NC(=S)N/N=C/c1c[nH]c2ccccc12	2	1.4	5	1	-0.2	10	-2	4	2
N#Cc1ccc(-c2nc3ccccc3nc2-c2ccccc2)cc1C#N	-4	-2.1	0	-1	0.0	3	-1	-4	6
CCC(C(=O)NNC(=O)c1cnccn1)c1ccccc1 (configuration not stated)	1	2.6	6	-6	0.0	2	-2	-5	-15
CC(C)CN(CC(C)C)S(=O)(=O)N1CCC(C(=O)NCc2ccc(F)cc2)CC1	4	3.6	9	3	0.0	7	-3	-2	5
CCOC(=O)c1sc2c(c1C)c(=O)n(CCO)c(=O)n2Cc1ccccc1	3	1.3	-30	-1	0.3	7	1	-1	1
COc1ccccc1NC(=O)COc1cc(C)nc(C(C)C)n1	4	2.7	5	-3	-0.1	5	2	6	2
CC(C)c1ccccc1NC(=O)Cn1c(/C=C/c2ccccc2)nc2ccccc21	8	7.3	13	3	-0.2	0	3	0	11
CCc1cc2ccc(OC)cc2nc1SCC(=O)NNC(C)=O	8	-1.3	-4	-5	0.0	-4	0	0	3
COc1cc(/C=N/NC(N)=S)ccc1OCC(=O)Nc1ccc(C)c(C)c1	3	1.8	-5	2	0.4	-3	2	10	6
COc1ccc(C2=NOC3(CC(=O)N(c4ccc5ccccc5c4)C3=O)C2)c(OC)c1 (configuration not stated)	1	0.5	4	3	0.2	-3	0	-1	5
Cc1cccc(N2C(=O)/C(=C/c3ccccn3)SC2=S)c1	-5	-0.5	1	3	0.0	-6	-2	-4	-8

Reformatted comma-delimited: 10 of the compounds above.
SMILES,procasp3 activ,PP5 inh,GASC-1 inh,TPT1 inhibitor,Efflux pump mplx,procasp7 counter,PP1 counter,Fh CTSL1 inh,HCV core dimer
O=c1[nH]c2cccnc2c2ccsc12,-1,1.3,2,-7,0.0,8,-2,3,2
CC(C)NC(=S)N/N=C/c1c[nH]c2ccccc12,2,1.4,5,1,-0.2,10,-2,4,2
N#Cc1ccc(-c2nc3ccccc3nc2-c2ccccc2)cc1C#N,-4,-2.1,0,-1,0.0,3,-1,-4,6
CCC(C(=O)NNC(=O)c1cnccn1)c1ccccc1 (configuration not stated),1,2.6,6,-6,0.0,2,-2,-5,-15
CC(C)CN(CC(C)C)S(=O)(=O)N1CCC(C(=O)NCc2ccc(F)cc2)CC1,4,3.6,9,3,0.0,7,-3,-2,5
CCOC(=O)c1sc2c(c1C)c(=O)n(CCO)c(=O)n2Cc1ccccc1,3,1.3,-30,-1,0.3,7,1,-1,1
COc1ccccc1NC(=O)COc1cc(C)nc(C(C)C)n1,4,2.7,5,-3,-0.1,5,2,6,2
CC(C)c1ccccc1NC(=O)Cn1c(/C=C/c2ccccc2)nc2ccccc21,8,7.3,13,3,-0.2,0,3,0,11
CCc1cc2ccc(OC)cc2nc1SCC(=O)NNC(C)=O,8,-1.3,-4,-5,0.0,-4,0,0,3
COc1cc(/C=N/NC(N)=S)ccc1OCC(=O)Nc1ccc(C)c(C)c1,3,1.8,-5,2,0.4,-3,2,10,6

Other results
SMILES	procasp3 activ	PP5 inh	GASC-1 inh	TPT1 inhibitor	Efflux pump mplx	procasp7 counter	PP1 counter	Fh CTSL1 inh	HCV core dimer
CN1CCC(=NOc2ccc([N+](=O)[O-])cc2)CC1	5	4.5	4	2	0.1	-1	-3	4	-2
CCn1c(C)nc2cc(S(N)(=O)=O)ccc21	5	-2.6	-14	-9	-0.1	8	0	0	0
COC(=O)/C=C1\SC(=NC(=O)c2cccc([N+](=O)[O-])c2)NC1=O	-1	-1.6	-14	0	0.3	-8	-1	2	12
CCOC(=O)c1nc(NNC(C)=O)sc1C	-4	-3.4	0	-3	0.0	3	-2	1	10
Oc1ccc(/C=N/NC2=NCCCCC2)c(O)c1	6	-3.4	22	-2	0.0	4	-5	1	-2
CCOC(=O)c1ccc(S(=O)(=O)N(CCO)Cc2cc3cc(OC)c(OC)cc3[nH]c2=O)cc1	5	-1.1	8	-2	-0.2	10	0	0	3
CCn1c(=O)c2c(nc3n2CCN3c2ccccc2)n(C)c1=O	6	1.1	4	0	0.0	0	4	3	-4
COc1ccc(CCNC(=S)NC(=O)c2ccccc2)cc1OC	0	1.2	0	0	-0.1	-12	-1	-1	-2
CC(NO)/C(=N\O)c1cccs1 (configuration not stated)	2	0.5	4	1	0.0	5	-3	-1	9
O=[N+]([O-])c1cccc(CN2[C@@H](Cc3ccccc3)COCCS2(=O)=O)c1	-1	-0.9	4	-1	·	0	-2	5	4
CCCSc1nc(N)c2c3c(sc2n1)CN(C)CC3	2	3.0	2	12	-0.1	-6	2	-1	8
Cc1ccc(N(C)S(=O)(=O)c2cccc(C(=O)Nc3ccc(C)cn3)c2)cc1	3	-1.5	9	0	-0.1	5	-1	2	7
COc1ccc(Cl)cc1NC(=O)CN(C)C(=O)c1cn2ccccc2n1	2	1.4	·	·	-0.1	-2	-8	·	·
NC(=O)CSc1nccn1Cc1ccc(Cl)cc1	5	0.3	-26	1	-0.1	7	-4	1	0
CCOC(=O)COc1ccc(/C=C/[N+](=O)[O-])c(OCC(=O)OCC)c1	-12	5.1	-7	3	0.3	-13	-8	-2	-5
CN(C)c1ccccc1C(=O)N1CCC(n2nccc2NC(=O)C2CC2)CC1	0	0.9	3	-2	-0.2	-4	-2	0	-4
CCNc1ccc(C(=O)N/N=C/c2c(C)nn(-c3ccccc3)c2N2CCCC2)cc1[N+](=O)[O-]	-4	2.9	10	4	0.1	5	-3	-1	-3
S=c1[nH]nc(-c2ccccn2)n1/N=C/c1ccc(Cl)cc1	2	0.6	-20	-4	0.1	-27	-4	-2	3
COc1cc2[nH]c(=S)n(C3CCCC3)c(=O)c2cc1OC	-1	1.6	-6	-1	0.2	1	0	-1	-5
C/C(=N\Nc1nc2ccccc2[nH]1)c1ccc(Cl)s1	-7	3.0	-4	0	-0.1	-3	6	5	-33
CC(C)c1ccc(O)c(NC(=O)c2cccnc2)c1	3	-1.8	-8	-2	0.0	-9	-4	0	0
O=C(O)COc1c(F)c(F)c(C(F)(F)F)c(F)c1F	8	2.2	-2	0	0.0	6	-2	-2	0
COc1cccc(OCc2nc3c4cnn(-c5ccccc5)c4ncn3n2)c1	7	1.7	-1	-2	0.1	6	5	2	6
NC(=O)CC1NC(=O)c2cc([N+](=O)[O-])cc(I)c2OCCC(C(N)=O)NC(=O)[C@@H]2CCCN2C1=O (some centres not stated)	5	1.2	7	1	0.1	-11	-5	-6	-4
COc1ccc(NC(=O)C2CCN(S(=O)(=O)c3ccc(N4CCCC4=O)cc3)CC2)c(OC)c1	1	-7.4	-10	-6	-0.1	-10	6	1	-11
CN(CC(=O)Nc1sc2c(c1C#N)CCCCC2)Cc1nc2ccccc2c(=O)[nH]1	-3	1.1	9	0	0.3	-1	15*	0	1
O=C(O)CN1C(=O)/C(=C2\SC(=S)N(C(Cc3ccccc3)C(=O)O)C2=O)c2ccccc21 (configuration not stated)	-8	0.6	-9	-2	-0.1	-22	1	2	-1
O=C(O)/C=C/c1cn(Cc2ccccc2)nc1-c1ccc(Cl)cc1	2	-0.9	6	2	-0.1	11	-3	4	-4
CCc1cc(-c2n[nH]c(=S)n2N)n(C)n1	4	-1.9	-15	5	-0.2	0	-3	-3	2
O=C(Nc1cccc(NC(=O)c2cccs2)c1)c1ccc(F)cc1	4	2.1	-42	4	0.7	2	-2	-5	8
O=C(COC(=O)C1=Cc2ccccc2OC1)NC1CCCC1	-7	2.4	-1	0	0.1	2	-1	-2	-1
Cc1ccc(NC(=O)/C(=C/c2cccc([N+](=O)[O-])c2)NC(=O)C2CCCCC2)cc1	9	0.6	3	-2	0.0	2	5	-1	0
CSCCC(NC(=O)c1cccc(S(=O)(=O)N2CCOCC2)c1)C(=O)Nc1cccc(C)c1 (configuration not stated)	1	3.8	-2	-4	-0.1	-5	0	3	-2
COc1ccc(NS(=O)(=O)NC(=O)c2c(C)n(C)c3ccccc23)cc1	-4	0.1	9	0	0.0	0	-2	-4	-5
O=S(=O)(c1ccccc1)c1nc(-c2cccs2)oc1NCC1CCCO1 (configuration not stated)	-8	-0.1	-1	0	-0.2	-3	1	4	4
CC(C)N1C/C(=C/c2ccsc2)C(=O)/C(=C/c2ccsc2)C1	-17	-3.7	-12	-2	0.3	-5	1	-6	1
CCC(=O)n1nc(-c2cccnc2)nc1NCc1ccc(F)cc1	-4	1.5	17	0	-0.1	6	-1	-4	-3
COC(=O)C1CCN(C(=O)[C@H](C)NC(=O)C2CC(=O)N(c3ccc(F)cc3)C2)CC1 (some centres not stated)	-1	0.3	-17	-2	0.2	-1	-2	0	10
O=C(CNS(=O)(=O)c1ccc(Br)s1)Nc1ccc2c(c1)OCCO2	3	0.2	7	-2	-0.2	-82	0	-3	-1
CN(C)CCNc1oc(COc2cccc(Cl)c2)nc1C#N	0	-1.8	-10	-8	0.0	0	-2	4	2
Cc1ccc(C(=O)c2c(NC(=O)CSc3nnc(N)s3)sc3c2CCCC3)cc1	-4	0.6	1	2	0.7	-11	8	-1	27
O=C(COC(=O)c1cccnc1Cl)Nc1cccc(S(=O)(=O)N2CCOCC2)c1	-3	·	0	·	0.3	0	·	·	·
Cc1ccc(NC(=O)CCC(=O)OCC(=O)c2ccc(Oc3ccc([N+](=O)[O-])cc3)cc2)cc1	-9	1.3	10	3	0.0	-12	1	-26	-2
CCOC(=O)c1[nH]c2ccc(C)cc2c1NC(=O)CN1CCCCC1	2	-1.1	-5	-5	-0.2	-3	1	4	-3
